# TRPM1 prom inh = MITF TRPM1 promoter inhibition in SK-MEL-5 cells. inhibition, % at 12.5 µM. 330,000 tested, 0.83% active. SK-MEL-5 TRPM1 promoter luciferase, 24 h;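 active = mean inhibition across replicates of 60% or more, whatever share of single replicates reaches that level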; note: values of inactives mirror those of a sister screen read the other way
# C8 TRAIL sens = caspase-8 TRAIL sensitization; NB7+C8 cells + TRAIL, ATPlite viability luminescence; inhibition (viability loss, TRAIL sensitization), % at 10 µM; 360,000 tested, 1% active;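 active = compounds causing at least 50% loss of cell viability in the single-dose screen, relative to plate controls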
# TROY NFkB inh = inhibitors of TROY-dependent NF-kB signaling | AID 1347056 | Q293 LMP1-TROYcd NF-kB luciferase reporter, 4 h | 360,000 tested, 0.98% active | inhibition, % at 10 µM;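 active = compounds whose plate-normalised and pattern-corrected inhibition of the luciferase reporter signal at the single screening dose is 50% or more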
# HIF-2a block = HIF-2a inhibition; 786-0 RCC cells HIF-2a reporter, luciferase luminescence, overnight; inhibition, % at 18.8 µM; 360,000 tested, 0.72% active; AID 624352;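 active = inhibition of the luminescence signal of 40% or more relative to plate controls, in a single-dose primary screen at 18.75 µM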
# Peg3 promoter = inhibitors of Peg3 promoter; AID 588405; inhibition, % at 20 µM; 360,000 tested, 1.7% active; HeLa PEG-Prom luciferase reporter, luminescence, overnight;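 active = inhibition of at least 50% at 20 µM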
# NR2E3 ag-1 = activates human photoreceptor nuclear receptor NR2E3; inhibition of corepressor binding, % at 4.78 µM; 320,000 tested, 0.12% active; AID 2300; Q9Y5X4; GST-NR2E3/biotin-RetCOR TR-FRET, 1536-well;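 active = percent inhibition above the cutoff of mean plus 3 SD of all tested compounds, set per screening campaign, cut at about 20% in these data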;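 note: 0% = DMSO wells and 100% = biotin wells as full block of FRET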
# Target sequence (Q9Y5X4 whole entry, looked up): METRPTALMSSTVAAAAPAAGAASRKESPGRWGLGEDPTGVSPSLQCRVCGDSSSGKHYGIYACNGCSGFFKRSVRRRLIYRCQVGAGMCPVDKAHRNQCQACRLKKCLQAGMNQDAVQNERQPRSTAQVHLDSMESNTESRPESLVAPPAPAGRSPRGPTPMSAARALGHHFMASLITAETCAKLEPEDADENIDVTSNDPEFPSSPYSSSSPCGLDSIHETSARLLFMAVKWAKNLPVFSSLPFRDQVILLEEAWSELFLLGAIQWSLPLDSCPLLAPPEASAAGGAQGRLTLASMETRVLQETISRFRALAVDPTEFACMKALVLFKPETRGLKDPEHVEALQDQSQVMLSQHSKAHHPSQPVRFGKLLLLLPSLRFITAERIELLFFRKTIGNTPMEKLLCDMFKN
#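 Material: NR2E3–RetCOR corepressor complex / Incubation: Compound–protein incubation for 5 h at 4 °C / Dosing: compound at 4.8 µM, single dose / Detection: time-resolved FRET / Benchmarks: high control biotin, low control 0.6% DMSO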
# Shn3 3UTR inh = reduces Shn3 3'UTR luciferase signal in osteoblasts; Clone20 osteoblast Shn3 3'UTR firefly luciferase, 24 h; inhibition, % at 12.5 µM; 360,000 tested, 0.52% active;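 active = mean inhibition of at least 75% with every replicate also reaching 75%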;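 note: 0% = median of neutral control wells and 100% = pilot-screen positive control compound; some compounds past the cut are filed as inactive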
# NR2E3 ag-2 = human photoreceptor-specific nuclear receptor agonism; 360,000 tested, 0.35% active; AID 602229; inhibition of corepressor binding, % at 3.98 µM; Q9Y5X4; CHO-S Gal4-NCOR/VP16-NR2E3 two-hybrid, luciferase;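 active = inhibition above the mean of all tested compounds plus 3 SD, cut at about 70% in these data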;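 note: 0% = DMSO with NR2E3 transfected cells and 100% = cells lacking NR2E3 construct; higher means lower luciferase signal from less NR2E3 corepressor binding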
# CF NFkB inh = inhibitors of cystic fibrosis induced NF-kB; KKLEB NF-kB-GFP reporter, PAF-induced, GFP fluorescence overnight; inhibition, % at 5 µM; 360,000 tested, 0.86% active; AID 588850;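 active = at least 50% inhibition at 5 µM, scaled per plate between neutral and stimulator controls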;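 note: PAF is a Pseudomonas aeruginosa culture filtrate used as stimulus; plate controls were PAF-stimulated DMSO wells for no effect and unstimulated DMSO wells for full effect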
# KKLEB cytotox = counter-screen for CF NF-kB inhibitors: cytotoxicity; KKLEB CF airway cells viability, ATPlite luminescence, overnight; hits give low values; cells stimulated with P. aeruginosa culture filtrate; activity change (cytotoxicity), % at 5 µM; 360,000 tested, 0.36% active; AID 602141;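 active = corrected activity change at or below -50% at 5 µM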
# TWEAK Fn14 block = TWEAK-Fn14 signaling inhibition; inhibition, % at 10 µM; AID 1159606; TWEAK-stimulated Fn14 reporter cells, luciferase luminescence, 8 h; 360,000 tested, 2% active; in the data active = inhibition above about 50%
# An asterisk follows results filed as active; nt = not tested or not shown. These rows are one share of the data; count on the stated rates, not on these rows.
mol	TRPM1 prom inh	C8 TRAIL sens	TROY NFkB inh	HIF-2a block	Peg3 promoter	NR2E3 ag-1	Shn3 3UTR inh	NR2E3 ag-2	CF NFkB inh	KKLEB cytotox	TWEAK Fn14 block
CCOC(=O)[C@H](CCc1ccccc1)N[C@@H](C)C(=O)N1Cc2ccccc2C[C@H]1C(=O)O	2	-2	-10	4	-9	2	18	1	-16	-5	1
C/C=C/C(=O)N(CC)c1ccccc1C	4	-22	-7	4	10	nt	15	-11	-26	6	-6
CN(C)CCC[C@]1(c2ccc(F)cc2)OCc2cc(C#N)ccc21	-3	2	6	6	4	1	-5	-36	14	-10	8
O=C(O)CCC(=O)c1ccc(-c2ccccc2)cc1	-15	-3	-29	-32	-67	0	-20	-64	17	11	-16
COc1ccc(-c2cc(=O)c3c(O)cc(O[C@@H]4O[C@H](CO[C@@H]5O[C@@H](C)[C@H](O)[C@@H](O)[C@H]5O)[C@@H](O)[C@H](O)[C@H]4O)cc3o2)cc1O	-1	1	-5	1	11	-2	-14	-21	2	-6	1
COc1ccc(C2CNC(=O)C2)cc1OC1CCCC1 (stereo not drawn)	-12	3	-4	4	-10	2	-10	-50	52*	-14	9
CCN(CC)CCOC(=O)c1ccc(N)cc1	-8	-5	5	2	0	0	-4	0	12	28	-23
Cc1c(C(=O)O)c(O)cc2c1C(=O)c1c(O)c([C@@H]3O[C@H](CO)[C@@H](O)[C@H](O)[C@H]3O)c(O)c(O)c1C2=O	15	10	12	18	10	nt	-68	-30	4	-2	8
COc1ccccc1N1CCN(CCCN=C2CC(=O)N(C)C(=O)N2C)CC1	-17	-2	3	10	-8	nt	-6	-3	-23	-16	7
C=CC[n+]1ccc(/C=C2\C=Cc3cc(C)ccc3N2CC)c2ccccc21	84*	39	50*	-18	43	nt	71	93*	48	-33	18
COc1ccc(-c2cc(=O)c3c(O)cc(OC4OC(COC5OC(C)C(O)C(O)C5O)C(O)C(O)C4O)cc3o2)cc1O (stereo not drawn)	6	2	2	-10	-22	1	-12	-5	3	-3	-14
C/C=C(/C)C(=O)OC(C)(C)[C@@H]1Cc2c(ccc3ccc(=O)oc23)O1	2	1	1	-3	-7	-2	-14	-3	12	-16	-19
COc1cc(-c2oc3cc(O)cc(O)c3c(=O)c2O[C@@H]2O[C@H](COC3O[C@@H](C)[C@H](O)[C@@H](O)[C@H]3O)[C@@H](O)[C@H](O)[C@H]2O)ccc1O (stereo partly drawn)	-5	5	-4	17	-12	nt	9	0	-22	14	-4
CC1Cc2ccccc2N1NC(=O)c1ccc(Cl)c(S(N)(=O)=O)c1 (stereo not drawn)	-3	3	-2	-11	3	5	-8	-1	-4	18	5
CC1(C)C2CC[C@]3(C)[C@H](C(=O)C=C4[C@@H]5C[C@@](C)(C(=O)O)CC[C@]5(C)CC[C@]43C)[C@@]2(C)CC[C@@H]1O[C@H]1O[C@H](C(=O)O)[C@@H](O)[C@H](O)[C@H]1O[C@@H]1O[C@H](C(=O)O)[C@@H](O)[C@H](O)[C@H]1O (stereo partly drawn)	nt	9	-6	3	-6	nt	-5	-8	-11	14	15
CC(C)=CCOc1c2ccoc2cc2oc(=O)ccc12	nt	10	-7	-6	6	0	-3	12	-63	-9	-4
Cc1cccc2c1NC(=O)C2(c1ccc(O)cc1)c1ccc(O)cc1	22	-4	1	24	27	-1	-1	5	48	-45	5
CCC(NC(C)C)C(O)c1ccc(O)c2[nH]c(=O)ccc12 (stereo not drawn)	-1	-10	11	-3	7	2	10	-8	7	14	-17
Cc1cncn1CCc1nc2c3ccccc3nc(SCC(=O)Nc3cccc(Cl)c3)n2n1	-3	3	20	14	29	2	11	-9	-10	-28	-20
N#Cc1ccc(C(c2ccc(C#N)cc2)n2cncn2)cc1	nt	-26	0	1	8	nt	5	-23	-6	8	13
CN1CCCN=C1COC(=O)C(O)(c1ccccc1)C1CCCCC1 (stereo not drawn)	-8	7	7	-7	-7	5	-2	-6	19	-64*	1
CN(C)CCCC1(c2ccc(F)cc2)OCc2cc(C#N)ccc21 (stereo not drawn)	7	-3	5	-1	0	-2	4	-18	5	-6	0
CC(=O)Nc1ccc(CC(=O)O)cc1	7	15	0	10	-2	0	45	7	-7	14	-10
NOCC(=O)O	-2	-23	-7	-1	1	-2	10	22	1	2	-36
CCCCNc1ccc(C(=O)OCCOCCOCCOCCOCCOCCOCCOCCOCCOC)cc1	2	10	6	4	5	5	9	-13	7	-12	2
CC12CCC(=O)C=C1CCC1C2CCC2(C)C1CCC2(O)C(=O)CO (stereo not drawn)	7	10	13	6	-24	-3	7	24	24	27	-6
Oc1ccc2c(c1)OCC1(O)Cc3cc(O)c(O)cc3C21 (stereo not drawn)	10	-5	15	3	-2	nt	-3	-12	36	7	18
CC1(C)O[C@H]2CC(=O)OC[C@@]23C1CC(=O)[C@]1(C)C3CC[C@@]2(C)[C@H](c3ccoc3)OC(=O)[C@H]3O[C@]321 (stereo partly drawn)	-5	6	2	-5	1	-1	-8	-33	-15	8	25
C1COC(NC(C2CC2)C2CC2)=N1	2	13	-14	-6	-8	1	-1	9	-5	6	2
C[N+]1(C)CCC(=C(c2ccccc2)c2ccccc2)CC1	-11	3	16	0	3	-2	7	6	4	-10	-15

# Ten of the compounds above, with two lines to a compound:
# Every second line gives: TRPM1 prom inh	C8 TRAIL sens	TROY NFkB inh	HIF-2a block	Peg3 promoter	NR2E3 ag-1	Shn3 3UTR inh	NR2E3 ag-2	CF NFkB inh	KKLEB cytotox	TWEAK Fn14 block
> CCOC(=O)[C@H](CCc1ccccc1)N[C@@H](C)C(=O)N1Cc2ccccc2C[C@H]1C(=O)O
→ 2	-2	-10	4	-9	2	18	1	-16	-5	1
> C/C=C/C(=O)N(CC)c1ccccc1C
→ 4	-22	-7	4	10	nt	15	-11	-26	6	-6
> CN(C)CCC[C@]1(c2ccc(F)cc2)OCc2cc(C#N)ccc21
→ -3	2	6	6	4	1	-5	-36	14	-10	8
> O=C(O)CCC(=O)c1ccc(-c2ccccc2)cc1
→ -15	-3	-29	-32	-67	0	-20	-64	17	11	-16
> COc1ccc(-c2cc(=O)c3c(O)cc(O[C@@H]4O[C@H](CO[C@@H]5O[C@@H](C)[C@H](O)[C@@H](O)[C@H]5O)[C@@H](O)[C@H](O)[C@H]4O)cc3o2)cc1O
→ -1	1	-5	1	11	-2	-14	-21	2	-6	1
> COc1ccc(C2CNC(=O)C2)cc1OC1CCCC1 (stereo not drawn)
→ -12	3	-4	4	-10	2	-10	-50	52*	-14	9
> CCN(CC)CCOC(=O)c1ccc(N)cc1
→ -8	-5	5	2	0	0	-4	0	12	28	-23
> Cc1c(C(=O)O)c(O)cc2c1C(=O)c1c(O)c([C@@H]3O[C@H](CO)[C@@H](O)[C@H](O)[C@H]3O)c(O)c(O)c1C2=O
→ 15	10	12	18	10	nt	-68	-30	4	-2	8
> COc1ccccc1N1CCN(CCCN=C2CC(=O)N(C)C(=O)N2C)CC1
→ -17	-2	3	10	-8	nt	-6	-3	-23	-16	7
> C=CC[n+]1ccc(/C=C2\C=Cc3cc(C)ccc3N2CC)c2ccccc21
→ 84*	39	50*	-18	43	nt	71	93*	48	-33	18

# More structures follow.
mol	TRPM1 prom inh	C8 TRAIL sens	TROY NFkB inh	HIF-2a block	Peg3 promoter	NR2E3 ag-1	Shn3 3UTR inh	NR2E3 ag-2	CF NFkB inh	KKLEB cytotox	TWEAK Fn14 block
Oc1cc2c(cc1O)[C@H]1c3ccc(O)c(O)c3OC[C@@]1(O)C2	14	0	6	11	25	4	9	-19	6	0	48
COc1ccc(C[C@H]2COC(=O)[C@@H]2Cc2ccc(OC3OC(CO)C(O)C(O)C3O)c(OC)c2)cc1OC (stereo partly drawn)	4	25	4	13	9	6	84	13	7	-7	9
O=c1oc2c(O)c(O)cc3c(=O)oc4c(O)c(O)cc1c4c23	2	-2	15	16	10	38*	-44	-14	-11	28	88*
Cc1ccc(=O)n(-c2ccccc2)c1	-2	-7	-3	-5	-3	0	-4	-14	0	8	3
CCc1ccc(CCOc2ccc(CC3SC(=O)NC3=O)cc2)nc1 (stereo not drawn)	-7	5	-12	-53	-25	2	-2	-30	1	1	-15
CC(=O)CCCCn1c(=O)c2c(ncn2C)n(C)c1=O	7	-3	-6	5	0	1	10	-25	-3	9	13
COC(=O)C1=CO[C@@H](O[C@@H]2O[C@H](CO)[C@@H](O)[C@H](O)[C@H]2O)C2C1C[C@H](O)[C@@H]2C (stereo partly drawn)	5	4	6	7	-3	0	-1	8	24	-14	-8
O=C(O)c1cccnc1Nc1cccc(C(F)(F)F)c1	-6	-32	-9	-25	-24	1	-1	-7	-6	5	-16
NC1CCN(c2nc3c(cc2F)c(=O)c(C(=O)O)cn3-c2ccc(F)cc2F)C1 (stereo not drawn)	0	-16	-8	5	28	0	-36	-28	-3	1	-12
CCCCCC(=O)O[C@]1(C(C)=O)CC[C@H]2[C@@H]3CCC4=CC(=O)CC[C@]4(C)[C@H]3CC[C@@]21C	0	16	31	-2	15	0	39	-29	44	10	0
NC(N)=O	nt	-10	-7	5	6	0	-19	-8	-1	10	5
COc1cc([C@@H]2Oc3cc(C4Oc5cc(O)cc(O)c5C(=O)[C@H]4O)ccc3O[C@H]2CO)ccc1O (stereo partly drawn)	13	-5	14	3	-12	-3	-6	-19	51*	13	11
